Screening results from PubChem.
FLuc modulator: qHTS profiling assay for firefly luciferase inhibitor/activator using purifed enzyme and Km concentrations of substrates (counterscreen for miR-21 project); Luciferin 4-monooxygenase (Photinus pyralis), P08659; purified FLuc, Km substrates, luminescence inhibition; Potency, µM (top dose mostly 57.5 µM), for inactives: at the highest dose activity change, negative = inhibition, actives largely listed as inhibitors; 360,000 compounds, 6.9% hits;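 also: potency is read from the fitted curve at half-maximal effect; plate controls were vehicle for no effect and reference inhibitor for full effect; nearly all actives have a fitted effect of over 55% in size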
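Purified P. pyralis luciferase (10nM final) with 10uM D-luciferin and 10uM ATP (Km levels) in 50mM Tris acetate pH 7.5, 10mM Mg acetate, 0.01% Tween-20, 0.05% BSA; qHTS 6-point titration, ~60 µM downward; luminescence read.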
Menin-MLL TR inh: qHTS Assay for Inhibitors Targeting the Menin-MLL Interaction in MLL Related Leukemias: Competition With Texas Red Labeled MLL-derived Mutant Peptide; O00255; Menin + Texas Red MLL mutant peptide, fluorescence polarization; Potency, µM (series often up to 61.6 µM), without a hit: at the highest dose FP activity change, negative = inhibition, actives largely listed as inhibitors; 270,000 compounds, 0.23% hits; AID 1768, 2009; active = well fitted inhibition curve with a large enough effect in the polarisation, with a control signal flat, not every such curve was filed as active; inconclusive = small, poorly fitted or top-dose-only effect, or effect the other way, or a change in a side signal; inactive = no such curve, though single readings can be large or run the other way; the % refers to the polarisation; also: potency is read from the fitted curve at half-maximal effect; % of control where 0% means no effect; many of its hits are not listed in these tables
Target sequence (O00255 whole entry, looked up): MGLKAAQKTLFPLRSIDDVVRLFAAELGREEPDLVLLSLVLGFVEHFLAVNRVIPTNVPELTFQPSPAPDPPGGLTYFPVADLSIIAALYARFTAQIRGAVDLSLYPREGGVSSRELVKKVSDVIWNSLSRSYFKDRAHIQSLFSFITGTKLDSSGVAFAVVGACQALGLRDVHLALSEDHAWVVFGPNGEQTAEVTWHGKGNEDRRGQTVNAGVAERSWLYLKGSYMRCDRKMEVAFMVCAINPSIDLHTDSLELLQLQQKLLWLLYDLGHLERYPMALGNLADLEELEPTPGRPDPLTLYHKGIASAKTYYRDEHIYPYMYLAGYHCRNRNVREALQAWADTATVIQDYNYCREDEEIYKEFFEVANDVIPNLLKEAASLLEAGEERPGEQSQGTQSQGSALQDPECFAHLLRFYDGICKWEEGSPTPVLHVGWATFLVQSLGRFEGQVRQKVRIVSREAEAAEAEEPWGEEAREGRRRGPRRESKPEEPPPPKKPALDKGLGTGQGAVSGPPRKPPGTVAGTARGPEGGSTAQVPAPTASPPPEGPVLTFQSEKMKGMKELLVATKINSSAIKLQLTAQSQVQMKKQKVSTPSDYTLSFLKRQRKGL
PKM2 activator: qHTS Assay for Activators of Human Muscle isoform 2 Pyruvate Kinase; Pyruvate kinase PKM (Homo sapiens), P14618; purified PKM2, Kinase-Glo ATP luminescence, activation; response scale: 0% is enzyme alone, no compound; Potency, µM (titrated, usually from 57.5 µM), without a hit: at the highest dose activation, actives largely listed as activators; 260,000 compounds, 0.34% hits; also: potency is read from the fitted curve at half-maximal effect; % is scaled to controls: 0 for no effect and ±100 for the full control effect; nearly all actives have a fitted effect of over 55% in size
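hPK-M2, >95% pure; 0.1 mM ADP / 0.5 mM PEP final; imidazole pH7.2 buffer w/ 7 mM MgCl2, 50 mM KCl; 1 h RT; Kinase-Glo lum. Intermediate enzyme activity for dual inhibitor/activator qHTS.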
Rab9 promoter act: qHTS Assay for Rab9 Promoter Activators. Potency, µM (series often up to 9.22 µM), without a hit: at the top dose activation, negative = inhibition, actives largely listed as activators. Huh7 Rab9 promoter-luciferase reporter, luminescence, 24 h. 320,000 compounds, 2.8% hits; also: potency is read from the fitted curve at half-maximal effect; % of control where 0% means no effect; nearly all actives have a fitted effect of over 60% in size
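Huh7 cells stably carrying Rab9 promoter–luciferase reporter, plated 1500 cells/well, compound added after 2 h and incubated 24 h at 37 °C; luciferase luminescence then read after 10 min with detection reagent.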
RORg inh: qHTS for inhibitors of ROR gamma transcriptional activity. Nuclear receptor ROR-gamma (Mus musculus), P51450. AID 2551, 2010. Drosophila S2 Gal4-RORgamma UAS-luciferase reporter, 20 h. Potency, µM (doses to about 53.6 µM), inactives show at the highest dose activity change, negative = inhibition, most hits filed as inhibitors. 310,000 compounds, 5.4% hits; also: potency is read from the fitted curve at half-maximal effect; % is scaled to controls: 0 for no effect and ±100 for the full control effect; nearly all actives have a fitted effect of over 60% in size
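A Gal4/UAS one-hybrid system in insect cells: metallothionein-promoter Gal4–ROR gamma fusion plus Photinus luciferase reporter. Copper sulfate 700 uM final, 20 hr ambient incubation, luminescent detection after 10 min with reagent.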
ELG1 repair inh: qHTS screen for small molecules that inhibit ELG1-dependent DNA repair in human embryonic kidney (HEK293T) cells expressing luciferase-tagged ELG1; AID 504467, 2011; HEK293T ELG1-luciferase reporter, luminescence, 16 h; DNA damage induced by 5-fluorouridine; 330,000 compounds, 2.3% hits; Potency, µM (doses to about 46.1 µM), without a hit: at the highest dose activity change, negative = inhibition, usual class: inhibitors; also: potency is read from the fitted curve at half-maximal effect; % is scaled to controls: 0 for no effect and ±100 for the full control effect; nearly all actives have a fitted effect of over 55% in size
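Cells (2,000 per well) received 5-fluorouridine plus test compound or DMSO and were incubated 16 hr at 37 °C, 5% CO2. Luciferase activity was read by luminescence 30 min after ONE-Glo addition; signal suppression marked inhibition of damage-induced ELG1 function.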
Gal4-VP16 FLuc: VP16 counterscreen qHTS for inhibitors of ROR gamma transcriptional activity. AID 2546, 2010. 310,000 compounds, 3.5% hits. Drosophila S2 Gal4-VP16 UAS-luciferase, luminescence, 20 h. Potency, µM (titrated, usually from 53.6 µM), inactives show at the highest dose activity, negative = inhibition, hits mostly inhibitors;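 also: Gal4-VP16 expression switched on by copper sulfate through the metallothionein promoter; potency is read from the fitted curve at half-maximal effect; % is scaled to controls: 0 for no effect and ±100 for the full control effect; nearly all actives have a fitted effect of over 50% in size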
KCNH2 3.1 block: qHTS for Inhibitors of KCHN2 3.1: Mutant qHTS | Potassium voltage-gated channel subfamily H member 2, brain isoform KCNH2 3.1 (human) | U2OS KCNH2 3.1, thallium flux FluxOr; stronger effect = lower value | activity change, % (tested at about 1.8 µM) | 340,000 compounds, 0.95% hits | AID 720553, 2013;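 active = maximum activity change below -70%; inconclusive = maximum activity change from -70% to -50%; inactive = maximum activity change above -50%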;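 also: thallium influx rate constant from kinetic fluorescence after stimulation buffer; % is scaled to controls: 0 for no effect and ±100 for the full control effect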
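Normalized rate constant (relative to positive and negative DMSO controls) derived from a 2 min kinetic fluorescence read after stimulation; U2OS cells expressing the 3.1 isoform via virus at 1.77 x 10^8 /mL.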
MBNL1 CUG block: qHTS Assay for Inhibitors of MBNL1-poly(CUG) RNA binding | Muscleblind-like protein 1 (Homo sapiens), Q9NR56 | TR-FRET MBNL1-His/biotin-(CUG)12 binding, 665/545 ratio | Potency, µM (doses to about 57.5 µM), for the others: top-dose activity change, negative = inhibition, most hits filed as inhibitors | 280,000 compounds, 0.036% hits | AID 2675, 2010; active = well fitted inhibition curve with a large enough effect in the signal ratio, with a control signal flat, not every such curve was filed as active; inconclusive = small, poorly fitted or top-dose-only effect, or effect the other way, or a change in a side signal; inactive = no such curve, though single readings can be large or run the other way; the % refers to the signal ratio; also: potency is read from the fitted curve at half-maximal effect; % is scaled to controls: 0 for no effect and ±100 for the full control effect
Target sequence (Q9NR56 whole entry, looked up): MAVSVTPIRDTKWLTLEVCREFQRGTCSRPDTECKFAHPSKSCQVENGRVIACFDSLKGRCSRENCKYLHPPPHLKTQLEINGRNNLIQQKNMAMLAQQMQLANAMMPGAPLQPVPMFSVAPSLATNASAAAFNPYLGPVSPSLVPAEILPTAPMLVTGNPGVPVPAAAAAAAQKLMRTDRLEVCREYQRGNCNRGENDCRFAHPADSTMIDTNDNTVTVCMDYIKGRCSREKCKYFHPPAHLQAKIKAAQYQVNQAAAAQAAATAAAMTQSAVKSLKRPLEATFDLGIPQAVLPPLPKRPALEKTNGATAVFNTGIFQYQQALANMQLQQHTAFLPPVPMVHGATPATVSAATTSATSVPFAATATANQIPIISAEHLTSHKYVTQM
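His-tagged MBNL1 binding to biotinylated (CUG)12 RNA was measured by TR-FRET using terbium anti-His antibody (0.055 ng/ul final) and streptavidin-XL665 (5 nM final). Compounds were titrated 92 nM to 58 uM; 60 min at room temperature.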
Mito fusion yeast: qHTS Assay for Small Molecule Inhibitors of Mitochondrial Division or Activators of Mitochondrial Fusion | S. cerevisiae fusion-defective mutant growth rescue, CellTiterGlo 48 h | Potency, µM (series often up to 46.1 µM), for inactives: top-dose growth rescue (activation), most hits filed as activators | 320,000 compounds, 0.23% hits | AID 485298, 2010;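 also: potency is read from the fitted curve at half-maximal effect; % of control where 0% means no effect; nearly all actives have a fitted effect of over 45% in size; temperature-sensitive fusion mutants such as fzo1-1 at 37 °C on non-fermentable ethanol glycerol medium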
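Luminescent cell viability in 1536-well qHTS format served as the measure of rescued growth in ts fusion-mutant S. cerevisiae cultured on non-fermentable YPEG for 48 hours at 37C.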
NPC1 promoter act: qHTS Assay for NPC1 Promoter Activators | Huh7 NPC1 promoter luciferase reporter, 24 h | Potency, µM (titrated, usually from 9.22 µM), for the others: at the highest dose activation, actives largely listed as activators | 320,000 compounds, 2.4% hits;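 also: potency is read from the fitted curve at half-maximal effect; % of control where 0% means no effect; nearly all actives have a fitted effect of over 60% in size; reporter is driven by a mutant NPC1 promoter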
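Huh7 reporter cells (NPC1 promoter driving luciferase) are dosed with compound for 24 h at 37 °C, 5% CO2; luciferase detection reagent is then added and luminescence measured after 10 min at ambient temperature.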
The depositor's hits bear a star; ? = inconclusive; nt = not tested or not shown; [ ] = dose if it differs, or a comment. Unless noted, calls follow the shape of the dose curve; as a rule, active = well fitted curve in the direction sought with a large enough effect; inconclusive = small, poorly fitted or top-dose-only effect, or another doubt; inactive = no such curve, though single readings can be large; an effect the other way counts as inactive or inconclusive. A portion of the library (hit frequency here may not be typical).

SMILES	FLuc modulator	Menin-MLL TR inh	PKM2 activator	Rab9 promoter act	RORg inh	ELG1 repair inh	Gal4-VP16 FLuc	KCNH2 3.1 block	MBNL1 CUG block	Mito fusion yeast	NPC1 promoter act
CCn1c(SCC(=O)N(C(C)C)C(C)C)nnc1-c1cc2ccccc2cc1O	0%	?	1%	-2%	5%	?	-11%	-7	15%	10%	4%
Cn1cc(C(c2ccccc2OCC(=O)O)c2cn(C)c3ccccc23)c2ccccc21	-3%	?	2%	-1%	3%	-3%	-12%	3	4%	-1%	-6%
CCN(CC)c1ccc(CN2CCC(C(=O)NCc3ccc(C)cc3)CC2)cc1	24µM*	1%	-5%	12%	19%	?	0%	-46	?	11%	0%
CC(C)CC1C(C#N)=C(N)Oc2n[nH]c(-c3ccccc3)c21 (stereo unspecified)	1%	6%	0%	4%	26%	4%	-2%	-2	1%	1%	-4%
Cc1cccc(C(=O)NC2CCN(C(=O)N3CCOCC3)CC2)c1	3%	10%	6%	0%	16%	-7%	-3%	0	2%	0%	1%
O=C(O)CSc1nnc(-c2ccc(Cl)cc2Cl)n1Cc1ccccc1	1%	-6%	-10%[0.46 µM]	-5%	2%	16%	1%	7	-3%	-6%	3%
O=C(c1cccc2ccccc12)C1CCCN(C(=O)CCc2cnccn2)C1 (stereo unspecified)	0%	-23%	4%	0%	34%	-19%	-5%	-4	12%	2%	0%
O=C1C2CCCN2C(c2ccccc2F)N1c1ccc(F)cc1 (stereo unspecified)	6%	4%	-21%	1%	20%	7%	-9%[0.365 µM]	-1	-13%	5%	21%
C=CCN1C(=O)N(CC=C)c2cccc3cccc1c23	-1%	-13%	nt	1%	21%	-1%	-16%	-22	5%	-20%	4%
CCNc1nc(NCC)nc(SCCOC(=O)Nc2ccccc2)n1	?	18%	0%	11%	?	?	1%	-20	-7%	17%	-2%
Cc1cc(Cl)ccc1N(CC(=O)NCCSCc1ccco1)S(C)(=O)=O	-2%	-6%	11%	-8%	?	12%	1%	-5	12%	1%	-8%
CCc1ccn2cc(-c3cc(-c4ccccc4)no3)nc2c1	0.067µM*	nt	-30%	-36%	2%	?	-12%	-30	nt	3%	-31%[inhibitor]
O=C(O)CN1CCNCC1	8%	3%	7%	-3%	?	1%	-14%	nt	-4%	2%	-2%
Cc1ccc(-c2nn(-c3cccc(F)c3)cc2CNCc2cccnc2)o1	19µM*	-20%	5%	1%	17%	-12%	-3%	-11	-2%	4%	-1%
CCOC(=O)c1ccccc1NC(=O)c1cc2sccc2n1C	4%	43%[activator]	-3%	4%	35%	0%	-2%	-10	25%	4%	-2%
Cc1cccc(CN2CCN(Cc3cnn(-c4ccccc4F)c3)CC2CCO)n1 (stereo unspecified)	-1%	?	-11%	13%	-9%	-3%	4%	19	-29%	-4%	5%
COc1ccc(S(=O)(=O)N2CCOC2CNC(=O)C(=O)NCc2ccccc2OC)cc1 (stereo unspecified)	-2%	-9%	0%	-1%	12%	?	-2%	15	-2%	-4%	-4%
O=C(CSc1n[nH]c(=O)n1-c1cccnc1)N1CCOCC1	-2%	nt	12%	-4%	-3%	9%	-5%	-2	-7%	-4%	3%
O=C(CN1CCC(C(=O)c2cccc(Cl)c2)CC1)Nc1cccc(C(=O)O)c1	-11%	-7%	0%	-1%	-5%	10%	-6%	0	4%	-3%	-3%
COc1ccc(N2CCC(CNC(=S)Nc3c(C)cccc3C)C2)cc1 (stereo unspecified)	-6%	nt	6%	0%	0.89µM*	?	2.2µM*	3	-3%	11%	-6%
CC(C)=CCc1c2c(c3occ(-c4ccc(O)cc4)c(=O)c3c1O)C=CC(C)(C)O2	6%	?	1%	-1%	?	-8%	?	2	1%	0%	-8%
CN(CC(=O)NCc1ccccc1)Cc1cccc(F)c1	-1%	-2%	nt	-2%	-1%	-3%	-1%	-5	7%	-2%	3%
COc1cccc(NC(=O)N(CCCN2CCOCC2)C(C)c2cc3cccc(OC)c3o2)c1 (stereo unspecified)	0%	-7%	-2%	-1%	4%	-3%	-10%[0.365 µM]	-6	0%	-5%	-1%
CC1CCCCN1C(=O)CN1C(=O)c2ccccc2S1(=O)=O (stereo unspecified)	6%	nt	nt	4%	nt	?	nt	-1	nt	-5%	15%
Cc1noc(C)c1COc1ccc(C(=O)OCc2nnc(-c3ccc(Cl)cc3)o2)cc1	10%	2%	-1%	-2%	9%	-3%	7%	-20	-1%	-21%	0%

The results go on.
SMILES	FLuc modulator	Menin-MLL TR inh	PKM2 activator	Rab9 promoter act	RORg inh	ELG1 repair inh	Gal4-VP16 FLuc	KCNH2 3.1 block	MBNL1 CUG block	Mito fusion yeast	NPC1 promoter act
CN(Cc1cccc(F)c1)CC(O)COCc1ccccc1Cl (stereo unspecified)	-3%	-13%	-1%	-3%	-1%	-1%	-16%	-8	-3%	3%	0%
COc1cccc(C(=O)NNC(=O)c2ccccc2Br)c1	-12%	15%	-3%	5%	12%	13%	2%	-6	-3%	2%	-1%
Cc1ccc(CC(=O)N2CCN(c3ccccn3)CC2)cc1	-1%	0%	-5%	3%	28%	20%	5%	-5	8%	4%	2%
CN(Cc1ccccc1)C(=O)C1CCN(S(=O)(=O)c2cc([N+](=O)[O-])ccc2Cl)CC1	3%	?	-17%	6%	?	5%	-26%	-10	33%[activator]	7%	0%
Cc1ccc(C)c(S(=O)(=O)N2CCN(C(=O)CCc3nc4ccccc4c(=O)[nH]3)CC2)c1	0%	nt	nt	-10%	nt	-18%	nt	-5	nt	10%	-1%
O=C(NCCc1ccccc1)C(=O)NCC1CCNCC1	1%	10%	-3%	-4%	4%	10%	0%	nt	-6%	-1%	-6%
O=S(=O)(NCc1ccccn1)c1ccc2ccccc2c1	-3%	1%	nt	-1%	-40%	1%	5%	-1	-2%	3%	0%
Cc1cc(NC(=O)COc2ccccc2)ccc1Cl	27µM*	2%	-10%[11.5 µM]	28%	17%	?	9%	-3	0%	?	?
O=C(c1cccs1)N(Cc1ccc(Cl)cc1)C1CCS(=O)(=O)C1 (stereo unspecified)	0%	-3%	0%	-4%	20%	8%	?	-14	3%	21%	-6%
CCOC(=O)Cn1nc(C)c(NC(=O)COc2cccc(Cl)c2)c1C	0%	-2%	-2%	-10%	-1%	-28%	-1%	19	-3%	2%	-3%
COCCSc1nc2c(c(=O)[nH]c(=O)n2C)n1CCCc1ccccc1	-14%	-14%	1%[11.5 µM]	-1%	8%	?	2%	11	-4%	6%	-3%
COc1ccc(CCNC(=O)CSc2nnnn2-c2ccccc2OC)cc1OC	2%	2%	-2%	11%	12%	0%	-17%	5	0%	-3%	-1%
COC(=O)c1[nH]c(C)c(/C(O)=C2\C(=O)C(=O)N(CCCN3CCOCC3)C2c2ccccn2)c1C (stereo unspecified)	12%	-5%	-2%	-3%	-38%	?	-2%	14	?	1%	-1%
Cc1ccc(C2NC(c3ccc(C)cc3)C(C)C(=O)C2C)cc1 (stereo unspecified)	-3%	nt	0%	0%	3%	7%	2%	7	1%	3%	-2%
